Screening data: PubChem, National Center for Advancing Translational Sciences (NCATS)
FUS yeast rescue: rescues growth of FUS-expressing yeast. S. cerevisiae FUS-expressing, growth rescue, OD600, 24 h. Potency, µM (titrated, usually from 76.6 µM), without a hit: top-dose growth rescue (activation), actives largely listed as activators. 390,000 compounds, 0.24% hits. AID 1347120;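 also: potency is read from the fitted curve at half-maximal effect; plate controls were DMSO vehicle for no effect and reference control for full effect; nearly all actives have a fitted effect of over 55% in size; some results filed as inactive show a strong effect at the top dose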
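Toxicity suppression screen in FUS-yeast. Cells induced with 2% galactose, starting OD 0.005, treated 24hr at 30C with compounds at multiple final concentrations; growth by OD600.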
EPAC2 ag: activates human EPAC2 exchange factor; EPAC2 activation, biochemical qHTS; response scale: 100% = 6.5 mM cAMP response; AID 720711; Q8WZA2; Potency, µM (series often up to 154 µM), for inactives: at the highest dose activation, actives largely listed as activators; 360,000 compounds, 0.079% hits; also: potency is read from the fitted curve at half-maximal effect; nearly all actives have a fitted effect of over 50% in size
Target sequence (Q8WZA2 whole entry, looked up): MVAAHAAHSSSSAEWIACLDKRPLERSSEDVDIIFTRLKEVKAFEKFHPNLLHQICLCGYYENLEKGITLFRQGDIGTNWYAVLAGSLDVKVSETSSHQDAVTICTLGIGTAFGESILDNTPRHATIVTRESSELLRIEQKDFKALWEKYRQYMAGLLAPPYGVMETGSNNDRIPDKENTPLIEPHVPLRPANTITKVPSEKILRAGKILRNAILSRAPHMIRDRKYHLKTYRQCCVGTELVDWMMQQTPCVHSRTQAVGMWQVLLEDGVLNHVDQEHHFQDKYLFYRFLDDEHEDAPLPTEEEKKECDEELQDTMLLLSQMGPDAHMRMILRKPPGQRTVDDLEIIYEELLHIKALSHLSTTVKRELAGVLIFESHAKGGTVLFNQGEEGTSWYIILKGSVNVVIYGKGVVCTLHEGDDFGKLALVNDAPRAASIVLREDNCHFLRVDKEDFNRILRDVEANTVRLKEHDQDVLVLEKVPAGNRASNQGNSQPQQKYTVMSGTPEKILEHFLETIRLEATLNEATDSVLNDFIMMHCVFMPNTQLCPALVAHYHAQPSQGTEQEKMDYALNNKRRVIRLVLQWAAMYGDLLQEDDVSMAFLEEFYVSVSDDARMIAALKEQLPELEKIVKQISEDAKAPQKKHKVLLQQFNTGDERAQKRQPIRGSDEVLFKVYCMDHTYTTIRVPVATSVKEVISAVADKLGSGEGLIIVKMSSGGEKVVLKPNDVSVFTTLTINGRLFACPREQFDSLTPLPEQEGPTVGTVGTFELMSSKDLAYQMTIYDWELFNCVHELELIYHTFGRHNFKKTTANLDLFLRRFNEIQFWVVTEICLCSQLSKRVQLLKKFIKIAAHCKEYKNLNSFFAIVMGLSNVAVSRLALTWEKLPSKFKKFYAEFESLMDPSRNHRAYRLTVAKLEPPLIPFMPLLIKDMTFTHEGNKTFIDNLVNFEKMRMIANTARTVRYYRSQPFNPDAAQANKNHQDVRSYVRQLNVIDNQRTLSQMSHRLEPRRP
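Each well held 100 nM EPAC2, 250 nM RAP1B-BODIPY-GDP and 50 uM GDP. Fluorescence, read at 5-min intervals to 30 min, was referenced to a 6.5 mM cAMP positive control.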
TDP43 rescue: TDP-43 toxicity inhibition in yeast. TDP-43 expressing yeast growth rescue, BacTiter-Glo, 24 h. Potency, µM (series often up to 46.1 µM), for the others: at the top dose growth rescue (activation), actives largely listed as activators. 410,000 compounds, 1.8% hits. AID 652104; also: potency is read from the fitted curve at half-maximal effect; % of control where 0% means no effect; nearly all actives have a fitted effect of over 50% in size
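Yeast expressing TDP-43 (pregrown in raffinose, seeded at OD600=0.02 in galactose medium) exposed to compounds 24 hr at 30 deg C. Growth read by BacTiter-Glo luminescence; rescue of toxicity appears as increased signal.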
EPAC2 antag: EPAC2 (human) antagonism. EPAC2 GEF exchange of Rap1B-BODIPY-GDP, fluorescence. 360,000 compounds, 0.18% hits. Potency, µM (series often up to 114 µM), for the others: at the top dose activity, negative = inhibition, hits mostly inhibitors. Q8WZA2. AID 720708; also: potency is read from the fitted curve at half-maximal effect; % is scaled to controls: 0 for no effect and ±100 for the full control effect; nearly all actives have a fitted effect of over 45% in size; many of its hits are not listed in these tables
D3 antag: D3 dopamine receptor (human) antagonism; P35462; D3R cells, DiscoveRx beta-arrestin luminescence, antagonist mode; active compounds read low; 360,000 compounds, 2.5% hits; max response, negative = inhibition, %; in the data active = max response below about -50%; inconclusive = no clear call, values can overlap the other calls; also: % is scaled to controls: 0 for no effect and ±100 for the full control effect; mostly tested at two doses, the higher about 12 µM
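Cells expressing the human receptor were seeded at 1500 cells/well, incubated overnight at 37 degrees C in 5% CO2, then exposed to library compounds with dopamine controls for 90 minutes at 37 degrees C before luminescent detection.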
Abeta yeast res: A-beta toxicity reversal in yeast; AID 1347071; yeast expressing A-beta42, growth rescue, OD600, 48 h; response scale: 0% DMSO, 100% iron-clioquinol control; Potency, µM (titrated, usually from 46.1 µM), for the others: at the highest dose growth rescue, most hits filed as activators; 410,000 compounds, 0.063% hits; also: potency is read from the fitted curve at half-maximal effect; nearly all actives have a fitted effect of over 55% in size
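Growth rescue measured by 600 nm absorbance after 48 h yeast culture at 30 C with compound. Values normalized between DMSO and an equimolar ferric chloride plus clioquinol control.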
aSyn rescue: inhibitors of alpha-synuclein toxicity in yeast; Yeast expressing alpha-synuclein, growth rescue, BacTiter-Glo, 24 h; 370,000 compounds, 0.14% hits; AID 652106; Potency, µM (top dose mostly 46.1 µM), inactives show top-dose growth rescue (activation), most hits filed as activators; also: potency is read from the fitted curve at half-maximal effect; % of control where 0% means no effect; nearly all actives have a fitted effect of over 65% in size
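Screening used galactose-induced yeast with toxic alpha-synuclein levels, exposed to compound for 24 hr at 30 deg C. Cell growth, read with BacTiter-Glo luminescence, gave the measured signal.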
DRD3 agonist: agonists of human D3 dopamine receptor. 410,000 compounds, 0.58% hits. D3R DiscoveRx beta-arrestin cells, luminescence, 90 min. AID 652048. P35462. max activation, %; in the data active = max activation above about 30%; also: 0% is about no effect; mostly tested at two doses, the higher about 12 µM
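Agonist-mode cell screen: cells plated at 1500/well and incubated overnight at 37 °C, then exposed to library compounds for 90 min at 37 °C. Detection reagent was added for 30–60 min at room temperature, and luminescence was read.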
* marks the source's active call; other numbers are inactive results; ? = inconclusive; . = not tested or not shown; [ ] = dose if it differs, or a comment. Unless noted, calls follow the shape of the dose curve; as a rule, active = well fitted curve in the direction sought with a large enough effect; inconclusive = small, poorly fitted or top-dose-only effect, or another doubt; inactive = no such curve, though single readings can be large; an effect the other way counts as inactive or inconclusive.

SMILES	FUS yeast rescue	EPAC2 ag	TDP43 rescue	EPAC2 antag	D3 antag	Abeta yeast res	aSyn rescue	DRD3 agonist
CCOC(=O)C1CCN(S(=O)(=O)c2ccc(C(=O)OC)cc2)CC1	-4.0%	-12.9%	-19.2%	13.3%	-17.4	1.8%	3.1%	13.4
COc1ccc(CNC(=O)Cn2nnc(-c3ccc(NC(=O)C4CCCCC4)cc3)n2)cc1	16.7%	-4.1%	-20.0%	-3.3%	1.9	-0.1%	-1.5%	4.9
O=S(=O)(c1ccc(Cl)cc1Cl)n1ccc2cccnc21	5.5%	14.4%	-22.2%	-2.7%	0.0	23.4%	15.9%	7.8
COc1ccc(-c2nc3ccccc3c(=O)n2CCOc2ccc(C)cc2C)cc1	-40.4%	8.3%	17.8%	-2.2%	23.4	-4.4%	3.4%	1.4
CC(=O)NNc1ccc(C(F)(F)F)cc1[N+](=O)[O-]	6.8%	-2.7%	-20.1%	11.0%	-5.7	-7.3%	-0.3%	2.8
CCCCN(c1ccc(C(=O)OC)cc1)S(=O)(=O)c1ccccc1	8.4%	9.5%	2.4%	-14.4%	-24.7	29.3%	6.7%	-6.3
COCc1cc(C)nc2sc(C(=O)Nc3ccc(OC)cc3)c(N)c12	-23.1%	8.0%	26.3%	-4.4%	21.1	4.0%	0.1%	0.4
CS(=O)(=O)Nc1ccc(F)cc1	-18.5%	5.2%	13.9%	8.9%	8.7	-6.2%	-3.4%	0.3
Cn1nc(C(F)(F)F)cc1C(=O)Nc1ccc(Cl)cc1	-10.7%	7.5%	20.8%	-10.5%	5.8	3.2%	0.9%	11.7
Cc1ccc(S(=O)(=O)Nc2ccc3c(c2)nc(CCN2CCCCC2)n3C)cc1	20.1%	7.9%	-11.6%	2.7%	-78.9*	2.2%	-12.4%	-37.4
COc1ccc(S(=O)(=O)Nc2cc(Cl)ccc2-n2cncn2)cc1	3.8%	7.9%	20.3%	-5.5%	1.9	4.2%	-0.8%[1.84 µM]	5.2
COc1ccc(N2CCN(C(=O)/C=C/[C@H]3O[C@@H](n4ccc(=O)[nH]c4=O)[C@H](O)[C@@H]3O)CC2)cc1	-3.9%	11.9%	0.0%	9.5%	13.7	-9.7%	4.0%	9.2
CCOc1ccc(-c2nc(C#N)c(N3CCCCCC3)o2)cc1	25.0%	10.8%	?	-5.9%	-11.3	28.3%	-4.7%	-4.6
CCCC(O)(c1ccc(Cl)cc1)C(CN1CCOCC1)c1ccc(Cl)cc1 (stereo unspecified)	20.2%	-6.3%	3.2%	-19.4%	1.0	29.0%	2.0%	5.0
CCCc1nnc(NC(=O)C2CC(=O)N(C3CCCC3)C2)s1 (stereo unspecified)	3.4%	5.6%	0.0%	-6.9%	12.0	-9.2%	1.3%	17.7
Cn1c(=O)c2c(nc(N3CCOCC3)n2C)n(C)c1=O	-2.3%	-8.7%	-1.0%	0.8%	19.5	3.1%	12.0%	1.3
O=C(NN1C(=O)C2C3C=CC(O3)C2C1=O)c1ccccc1 (stereo unspecified)	-18.6%	8.9%	1.8%	3.4%	13.2	-5.9%	1.9%	7.1
CN(C)c1ccc(/C=N/NC(=O)C2CC2c2ccccc2)cc1 (stereo unspecified)	-29.1%	6.6%	15.4%	-21.8%	-11.8	2.0%	8.3%	-2.7
Cc1cccc(-c2nc3ccccc3c3nncn23)c1	2.1%	-1.1%	17.8µM*	3.8%	3.1	-1.9%	1.0%	-1.9
Nc1nnc(SCC(=O)NC2CCCCC2)n1-c1ccccc1	-13.2%	-3.3%	12.6%	3.2%	-11.7	-7.4%	1.3%	-1.5
CC(C)Oc1cccc(C(=O)C2CCCN(S(=O)(=O)C(C)C)C2)c1 (stereo unspecified)	-13.3%	5.5%	21.6%	-9.0%	-1.8	-0.4%	4.8%	-2.8
O=C(/C=C/Nc1ccc(Oc2ccccc2)cc1)c1ccco1	16.8%	16.9%	-7.5%	-15.9%	3.9	-5.9%	17.5%	-8.1
O=C(Nc1ccc(Cl)cc1)C1c2cccc[n+]2CC(=O)N1Cc1ccc2c(c1)OCO2 (stereo unspecified)	15.6%	7.4%	1.2%	0.2%[57.1 µM]	-19.0	-1.9%	-1.7%	-2.1
Cn1c(CCC(=O)OCC(=O)NCC(F)(F)F)nc(=O)c2ccccc21	25.9%	9.7%	-5.6%[0.397 µM]	0.2%	-22.8	-1.3%	2.4%	-9.6
S=c1nc(Cc2ccc(Cl)cc2)[nH]c2ccccc12	16.9%	7.8%	-10.6%	9.8%	-16.8	14.2%	-5.4%	-8.0
COc1ccccc1N1C(=O)C2C(c3ccc(F)cc3)NN(C(=O)c3ccc(C)cc3)C2C1=O (stereo unspecified)	43.4%	9.6%	2.8%	0.6%	-14.4	12.2%	1.8%	3.7
CCOC(=O)C1CCN(S(=O)(=O)c2ccc(OC)c(Cl)c2Cl)CC1	9.3%	14.5%	-14.2%	-4.1%	-0.4	-3.3%	27.9%	1.1
CC1=C(C(=O)N2CCN(c3cccc(C(F)(F)F)c3)CC2)C2(CCCCC2)OC1=O	-5.3%	.	7.2%	.	.	-20.9%	.	-6.4
Cc1ccc(Cl)cc1N1CCN(C(=O)c2cc(S(=O)(=O)N3CCCC3)c[nH]2)CC1	?	.	-11.5%	.	.	-3.5%	.	-11.8
Cc1ccc(SCC(=O)O/N=C(\N)c2cccc([N+](=O)[O-])c2)cc1	.	1.6%	?	-2.3%	3.2	?	0.2%	0.6
CC(C)(C)NC(=O)CSc1ncnc2c1nnn2Cc1ccccc1Cl	26.1%	-0.7%	?	2.8%	0.0	-1.4%	0.4%	-4.8
COc1ccc(C(=O)O)cc1NCc1cccnc1	4.8%	-6.2%	1.4%	9.9%	22.8	3.6%	5.3%	2.7
COc1ccc(CCNC(=O)CCn2c(SCC#N)nc3ccccc3c2=O)cc1OC	-16.4%	3.1%	1.0%	-6.7%	20.6	12.6%	.	-1.2
CCCn1c2ccccc2c2cnn(CC(=O)NCCCOC(C)C)c(=O)c21	1.5%	.	15.2%	.	.	-9.9%	.	-17.5
COc1ccc(CCNC(=O)Cc2c(C)c3cc4c(C(C)(C)C)coc4c(C)c3oc2=O)cc1	-16.1%	.	-2.2%	.	.	-14.7%	.	6.8
CC(C)CCN(C(=O)CCSc1ccc(F)cc1)c1c(N)n(Cc2ccccc2)c(=O)[nH]c1=O	2.4%	-0.7%	22.5%	-7.1%	-3.6	13.2%	1.0%	4.4
Cc1cc(C)c2c(=O)[nH]c(SCC(=O)Nc3ccc(N(C)C)cc3)nc2n1	15.6%	6.7%	-8.8%	0.8%	2.4	8.5%	-0.5%	4.9
COc1ccc(C(=O)N/C(=C\c2cn(S(=O)(=O)N(C)C)c3ccccc23)C(=O)N2CCOCC2)cc1	24.4%	11.7%	3.7%	-7.1%	2.3	12.2%	8.6%	-1.8
COc1ccc(NC(=O)c2sc3nc(C)nc(N4CCN(c5ccccn5)CC4)c3c2C)cc1Cl	9.9%	4.0%	6.2%	-11.2%	24.2	6.3%	13.6%	3.3
CCN(CCO)c1ccc(N=Nc2cc(C)[nH]n2)cc1	13.6%	1.7%	-24.2%	?	-51.6*	-14.7%	9.0%	-9.3
COc1ccccc1CNC(=O)CCc1nc2ccccc2c(=O)[nH]1	1.4%	-8.2%	-2.4%	-0.4%[57.1 µM]	39.0	9.3%	6.3%	0.0
COc1cccc2c1Oc1ncccc1N(C(=O)CCC(=O)NCc1cccc(C)c1)C2	1.9%	9.3%	10.5%	?	0.9	-1.7%	2.1%	2.1
Cc1cc(C)n2c(SCC(=O)Nc3ccccc3)nnc2n1	-17.7%	1.0%	-0.2%	6.9%	28.9	8.3%	4.7%	4.0
CC1CCCCN1C(=O)c1cc2nc(-c3ccccc3)cc(-c3ccccc3)n2n1 (stereo unspecified)	?	8.2%	?	3.5%	-17.8	-5.3%	-6.8%	3.7
CCOC(=O)C1CCN(C(=O)c2cn(C)c(=O)c3cc(OC)c(OC)cc23)CC1	-4.4%	5.4%	0.9%	9.6%	12.6	1.0%	5.7%	3.0
COC(=O)c1nc(N)sc1-c1ccc(OC)cc1	8.4%	2.8%	4.3%	0.8%	0.0	-4.1%	-0.3%	1.2
COCCNC(=O)C1CCCN(C(=O)c2sc(-c3ccccc3)nc2C)CC1 (stereo unspecified)	-15.7%	-0.1%	21.5%	1.1%	15.6	3.2%	-10.4%	2.3
COc1ccc(OC)c(C2=NOC(C(=O)Nc3c(C)n(C)n(-c4ccccc4)c3=O)C2)c1 (stereo unspecified)	0.6%	15.9%	19.8%	19.0%	-2.3	-7.4%	-5.1%	-2.3
Cc1nc2ccc(N)cc2c(=O)n1Cc1ccc(Cl)cc1	32.9%	4.0%	7.7%	-3.8%	1.7	26.6%	3.4%	1.7
O=C(Nc1ccc(Cl)cn1)C1CCCN1S(=O)(=O)c1ccc(Cl)cc1 (stereo unspecified)	33.8%	17.2%	6.9%	-0.6%	17.7	11.8%	-13.8%	-5.1
Later entries:
SMILES	FUS yeast rescue	EPAC2 ag	TDP43 rescue	EPAC2 antag	D3 antag	Abeta yeast res	aSyn rescue	DRD3 agonist
CCO[C@@H]1OC(C(=O)Nc2ccccc2)=C[C@H](c2csc3ccccc23)[C@H]1CCCO	35.4%	-3.5%	28.2%	-19.4%	-0.1	24.7%	?	1.6
O=C(Oc1coc(CSc2ncccn2)cc1=O)c1cccs1	21.3%	10.1%	-10.8%	4.0%	2.8	?	2.4%	4.1
Cc1ccc(S(=O)(=O)NN2C(=O)/C(=C/c3ccccn3)SC2=S)cc1	?	10.6%	5.4%	-2.2%	-23.2	4.5%	-1.2%	-2.3
CCOc1ccc(-c2cc(C(=O)Nc3ccc(C)c(NS(C)(=O)=O)c3)[nH]n2)c(C)c1	31.7%	-4.3%	9.7%	4.2%	0.0	-7.6%	-8.8%	-14.9
CCc1ccc(NC(=O)C2CCCN(S(=O)(=O)c3ccc4c(c3)oc(=O)n4C)C2)cc1 (stereo unspecified)	-18.8%	.	12.8%	.	.	-9.8%	.	5.7

Single records, as listed above. Screens in order: FUS yeast rescue	EPAC2 ag	TDP43 rescue	EPAC2 antag	D3 antag	Abeta yeast res	aSyn rescue	DRD3 agonist
`CCOc1ccc(-c2cc(C(=O)Nc3ccc(C)c(NS(C)(=O)=O)c3)[nH]n2)c(C)c1` in the list: 31.7%	-4.3%	9.7%	4.2%	0.0	-7.6%	-8.8%	-14.9
`CCO[C@@H]1OC(C(=O)Nc2ccccc2)=C[C@H](c2csc3ccccc23)[C@H]1CCCO` in the list: 35.4%	-3.5%	28.2%	-19.4%	-0.1	24.7%	?	1.6

An excerpt, so the mix of outcomes need not match the whole.
